# Bioassay records deposited in PubChem by The Scripps Research Institute Molecular Screening Center.
# IDE cell inh: human IDE inhibitors in live cells, primary screen, fluorescence polarization, HEK cells, FAbetaB substrate. AID 434962, 2010. 320,000 compounds, 0.41% hits. FAbetaB cleavage. Insulin-degrading enzyme (Homo sapiens), P14735. inhibition, % at 5.59 µM;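 active means percent inhibition above the average of all tested compounds plus 3 SD, set per screening campaign, cut at about 16% in these data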;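 further: IDE supplied by intact live HEK cells; FP after avidin binding of uncleaved biotin substrate so inhibition keeps polarization high; 0% = DMSO wells and 100% = 60 µM reference IDE inhibitor Ii1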
# Target sequence (P14735 whole entry, looked up): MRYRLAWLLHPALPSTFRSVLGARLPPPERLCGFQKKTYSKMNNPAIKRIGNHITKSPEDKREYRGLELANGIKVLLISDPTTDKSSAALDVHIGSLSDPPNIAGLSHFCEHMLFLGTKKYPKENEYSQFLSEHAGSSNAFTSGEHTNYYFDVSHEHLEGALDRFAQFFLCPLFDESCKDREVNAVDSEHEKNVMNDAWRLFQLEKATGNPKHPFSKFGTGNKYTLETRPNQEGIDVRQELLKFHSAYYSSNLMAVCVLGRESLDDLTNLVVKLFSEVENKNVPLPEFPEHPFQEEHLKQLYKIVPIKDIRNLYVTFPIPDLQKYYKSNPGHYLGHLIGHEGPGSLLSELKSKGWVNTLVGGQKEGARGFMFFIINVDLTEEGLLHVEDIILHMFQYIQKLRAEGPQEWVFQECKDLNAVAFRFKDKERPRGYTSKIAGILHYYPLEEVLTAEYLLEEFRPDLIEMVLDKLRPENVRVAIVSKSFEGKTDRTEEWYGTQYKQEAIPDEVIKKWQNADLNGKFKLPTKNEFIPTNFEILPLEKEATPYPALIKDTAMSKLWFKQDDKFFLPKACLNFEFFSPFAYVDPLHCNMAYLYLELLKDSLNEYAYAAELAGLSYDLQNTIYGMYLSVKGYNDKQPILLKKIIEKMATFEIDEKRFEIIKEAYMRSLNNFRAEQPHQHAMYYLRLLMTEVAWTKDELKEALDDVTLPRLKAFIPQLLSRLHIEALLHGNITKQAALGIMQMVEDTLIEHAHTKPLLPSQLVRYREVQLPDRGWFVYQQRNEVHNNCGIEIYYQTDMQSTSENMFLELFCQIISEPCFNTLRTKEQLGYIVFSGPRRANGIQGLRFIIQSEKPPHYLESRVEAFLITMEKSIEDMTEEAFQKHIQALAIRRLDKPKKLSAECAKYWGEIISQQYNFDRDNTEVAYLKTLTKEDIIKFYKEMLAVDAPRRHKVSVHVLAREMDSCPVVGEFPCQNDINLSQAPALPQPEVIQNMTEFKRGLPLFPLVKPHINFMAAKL
# IDE act: human IDE activators in live cells, primary screen, fluorescence polarization, HEK cells, FAbeta-B substrate | Insulin-degrading enzyme (Homo sapiens), P14735 | FAbeta-B cleavage; 0% vehicle, 100% cell-free pure enzyme wells | activation, % at 5.96 µM | 340,000 compounds, 0.073% hits;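 active means activation above the mean of all tested compounds plus 3 SD, set per screening campaign, cut at about 17% in these data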
# Starred values were filed as active, the others as inactive. This is a subset, so the mix of outcomes need not match the whole.
# A first look, five compounds:
# Fields: IDE cell inh | IDE act
> Cc1ccc(CNC(=O)C(=O)NCCC2CCCCN2S(=O)(=O)c2cccs2)cc1 (stereo not given)
  4 | 5
> Cc1nc2ccccc2n1CC(=O)c1ccc(O)c(O)c1
  2 | 6
> O=C(O)/C=C/C(O)c1ccc(Cl)cc1 (stereo not given)
  6 | 8
> C=CC[C@@H](CC(=O)N[C@H](CO)Cc1ccccc1)C(=O)N[C@H](COC(=O)[C@@H](CC=C)Cc1ccc(F)cc1)Cc1ccccc1
  2 | 6
> CC(=O)N(C)c1ccc(NC(=O)Cc2cccc3ccccc23)cc1
  3 | 3

# Main list (from the top)
# Fields: IDE cell inh | IDE act
> Cc1ccc(CNC(=O)C(=O)NCCC2CCCCN2S(=O)(=O)c2cccs2)cc1 (stereo not given)
  4 | 5
> Cc1nc2ccccc2n1CC(=O)c1ccc(O)c(O)c1
  2 | 6
> O=C(O)/C=C/C(O)c1ccc(Cl)cc1 (stereo not given)
  6 | 8
> C=CC[C@@H](CC(=O)N[C@H](CO)Cc1ccccc1)C(=O)N[C@H](COC(=O)[C@@H](CC=C)Cc1ccc(F)cc1)Cc1ccccc1
  2 | 6
> CC(=O)N(C)c1ccc(NC(=O)Cc2cccc3ccccc23)cc1
  3 | 3
> CNC(=O)c1c(NC(=O)CCS(=O)(=O)c2ccccc2)sc2c1CCN(C(=O)OC)C2
  -1 | -4
> COc1ccc(C(=O)CN2CCN(CCN3C(=O)c4cccc5cccc(c45)C3=O)CC2)cc1
  2 | -7
> C=CCN([C@@H](CC(C)C)C(=O)OC)S(=O)(=O)N(CC=C)[C@@H](CC(C)C)C(=O)OC
  -2 | 1
> Cc1nc2ccc(NS(=O)(=O)c3ccc(Br)cc3)cc2s1
  1 | -3
> COc1cc(NC(=O)C2=COCCO2)c(OC)cc1Cl
  0 | 0
> Cc1noc(C)c1S(=O)(=O)N(C)C[C@H]1Oc2ccc(NC(=O)Cn3cnnn3)cc2C(=O)N([C@H](C)CO)C[C@@H]1C
  -1 | -1
> O=C(NCC(F)(F)F)c1ccc(S(=O)(=O)N2CCN(C(=O)C3CCCO3)CC2)cc1 (stereo not given)
  -2 | 3
> Cc1ccc(C(=O)C(C)OC(=O)CCS(=O)(=O)c2ccc(C)cc2)cc1 (stereo not given)
  -1 | 5
> Cc1ccc(SCC(=O)OCc2csc(CC(=O)Nc3ccccc3C)n2)cc1C
  3 | 4
> C[C@@]12C(=O)N(c3ccc(Br)cc3)C(=O)N1[C@@H]1c3ccccc3OC[C@@H]1[C@H]2c1ccccc1
  3 | 7
> Cc1ccc(NC(=O)COc2ccccc2C(=O)NCc2ccccc2)cc1
  3 | 7
> CC(NC(=O)COc1ccc(S(=O)(=O)N2CCOCC2)cc1)c1ccccc1 (stereo not given)
  0 | 4
> O=C(OCC(=O)N1CCOCC1)c1ccccc1OCc1ccc(Cl)cc1
  4 | 6
> CN(C(=O)COC(=O)c1ccc(S(=O)(=O)N2CCOCC2)cc1)c1ccccc1
  7 | 3
> CCN(CC)S(=O)(=O)c1ccc(OC)c(NC(=O)CSCc2c(C)noc2C)c1
  1 | 3
> Cc1cccc(OCCC(=O)Nc2ccc(C)c(S(=O)(=O)N3CCOCC3)c2)c1
  1 | 0
> COc1cc(NC(=O)C[n+]2ccc(C(=O)c3ccccc3)cc2)cc(OC)c1
  -1 | 8
> Nc1c(C(=O)CSc2nnnn2-c2ccccc2)c(=O)[nH]c(=O)n1C1CC1
  -3 | 1
> O=C(NCCC1CCCCN1S(=O)(=O)c1ccc(Cl)cc1)C(=O)NCCN1CCOCC1 (stereo not given)
  -4 | 0
> O=C(Nc1ccc(Nc2ccccc2)cc1)c1c(Cl)cccc1Cl
  4 | 1
> COc1ccccc1-c1sc2cc3c(cc2c1C#CCO)OCO3
  1 | 2
> Cc1ccc(Cl)cc1NC(=O)COC(=O)CCN1C(=O)C2CC=CCC2C1=O (stereo not given)
  8 | -3
> COc1ccc(CC(=O)Oc2ccc(Cl)cc2Br)cc1S(=O)(=O)N1CCOCC1
  3 | 0
> Cc1c(NC(=O)C(C)OC(=O)c2ncc(Cl)c(Cl)c2Cl)c(=O)n(-c2ccccc2)n1C (stereo not given)
  1 | 3
> O=C(COC(=O)c1ccc(F)cc1)NCC1COc2ccccc2O1 (stereo not given)
  -1 | -4
> CCN(C(=O)COC(=O)c1n[nH]c2ccccc12)c1ccccc1
  0 | 3
> COc1cccc(CNC(=O)C2CC(=O)N(c3ccc4c(c3)OCCO4)C2)c1 (stereo not given)
  -8 | 3
> O=S(=O)(c1ccc(Br)cc1Cl)N1CCCN(c2ccc(C(F)(F)F)cn2)CC1
  -1 | 1
> COc1ccc(CNC(=O)CC2C[C@H](C(=O)N3CCOCC3)[C@@]3(CCC4CCCC4)c4[nH]c5ccccc5c4CCN3C2=O)cc1OC (stereo not given in full)
  -1 | 7
> COc1ccc(Cc2nnc(SC(C)C(=O)Nc3ccc(F)cc3Cl)o2)cc1 (stereo not given)
  -6 | 5
> N#Cc1ccsc1NC(=O)C1CCN(S(=O)(=O)c2cccs2)CC1
  -6 | 2
> CSc1ccc(CN(C)C(=O)CNC(=O)c2ccc3c(c2)OCO3)cc1
  11 | 0
> COC(=O)[C@H](NC(=O)c1cc(-c2ccccc2)nc2ccccc12)c1ccccc1
  -3 | 1
> O=C(NCCc1ccccc1)c1ccc2c(c1)S(=O)(=O)N=C1CCCCCN12
  4 | 0
> COc1ccccc1CC(=O)OCC(=O)N1CCN(c2ccc(F)cc2)CC1
  -2 | 1
> CC(C)(O)[C@@H]1CC[C@@](C)(C2CC[C@]3(C)C2[C@H](O)CC2[C@@]4(C)CC[C@H](O)C(C)(C)C4[C@@H](O[C@H]4O[C@@H](CO)[C@H](O)[C@@H](O)[C@@H]4O[C@@H]4O[C@H](CO)[C@@H](O)[C@H](O)[C@H]4O)C[C@]23C)O1 (stereo in doubt)
  -1 | 2
> Cc1ccnc(NC(=O)c2ccc(OCC3CCCO3)cc2)c1 (stereo not given)
  -5 | 1
> COc1ccc(CCNC(=O)c2cccc(S(=O)(=O)N3CCOCC3)c2)cc1OC
  -1 | 4
> C=CCC[C@@H](Cc1ccc(F)cc1)C(=O)OC[C@@H](NC(=O)[C@@H](CC=C)CC(=O)N[C@@H](CO)Cc1ccccc1)C(C)(C)C
  -4 | 4
> OCC[C@H]1C[C@H](O)[C@@H](O)[C@]2(OCCc3ccccc32)O1
  -3 | 4

# Seven entries from above, ordered by formula weight, smallest number first.
# Fields: IDE cell inh | IDE act
> CSc1ccc(CN(C)C(=O)CNC(=O)c2ccc3c(c2)OCO3)cc1
  11 | 0
> COc1cccc(CNC(=O)C2CC(=O)N(c3ccc4c(c3)OCCO4)C2)c1 (stereo not given)
  -8 | 3
> COC(=O)[C@H](NC(=O)c1cc(-c2ccccc2)nc2ccccc12)c1ccccc1
  -3 | 1
> O=C(NCCc1ccccc1)c1ccc2c(c1)S(=O)(=O)N=C1CCCCCN12
  4 | 0
> COc1ccc(Cc2nnc(SC(C)C(=O)Nc3ccc(F)cc3Cl)o2)cc1 (stereo not given)
  -6 | 5
> COc1ccc(CCNC(=O)c2cccc(S(=O)(=O)N3CCOCC3)c2)cc1OC
  -1 | 4
> COc1ccc(CNC(=O)CC2C[C@H](C(=O)N3CCOCC3)[C@@]3(CCC4CCCC4)c4[nH]c5ccccc5c4CCN3C2=O)cc1OC (stereo not given in full)
  -1 | 7

# Next section.
# Fields: IDE cell inh | IDE act
> Cc1noc(C)c1COc1ccc(C(=O)Nc2ncccc2O)cc1
  4 | 0
> COc1cc(OC)cc(C(=O)NNC(=O)CCOc2ccccc2OC)c1
  3 | 1
> Cc1noc(C)c1-c1csc(N2CCC(C(N)=O)CC2)n1
  2 | 2
> COc1cn(-c2ccccc2)nc1C(=O)OCC(=O)Nc1ccc(C)c(C)c1
  2 | 1
> COc1ccc(CN(C)C(=O)C2CCN(C(=O)Nc3ccccc3)CC2)cc1OC
  0 | 0
> CC(=O)C[C@@H](O)CC(=O)[C@@H]1OC(=O)CC/C=C\Cc2ccccc21
  7 | 3
> O=C(OCC(=O)c1c[nH]c2ccccc12)c1cncc(Br)c1
  -3 | 0
> CC1(C)Cc2cccc(OCC(=O)NCc3ccc(F)cc3)c2O1
  6 | 0
> Cc1ccc(S(=O)(=O)n2cc(-c3ccccc3)c3ccccc32)cc1
  1 | 4
> C=CCC[C@@H](Cc1ccc(F)cc1)C(=O)OC[C@@H](Cc1ccccc1)NC(=O)[C@H](CC=C)CC(=O)NCCO
  6 | 2
> COc1ccc([C@H]2CC(=O)C=C(c3ccc(CNC(=O)OC(C)(C)C)cc3)C2)cc1
  1 | 4
> O=C(Oc1ccccc1F)c1ccc2c(=O)n3c(nc2c1)CCC3
  4 | 6
> Cc1ccc(NC(=O)C2CCCC2)cc1Cl
  1 | 4
> CCOC(=O)c1ccccc1NC(=O)COC(=O)C1CCN(S(=O)(=O)c2ccccc2C(=O)OC)CC1
  0 | -2
> COc1ccc(S(=O)(=O)N2CCC3(CC2)OCCN3S(=O)(=O)c2ccccc2)cc1OC
  0 | 0
> COc1ccc(Cl)cc1C(=O)OCC(=O)c1ccc[nH]1
  -2 | 4
> COC(=O)[C@H]1C[C@@H](c2ccccc2)[C@H](C)C1(C)C
  0 | 0
> CCCCn1c(N)c(N(CCC(C)C)C(=O)C2CSC3(C)CCC(=O)N23)c(=O)[nH]c1=O (stereo not given)
  3 | 0
> Cc1ccc(C(=O)NNC(=O)c2ccncc2)cc1[N+](=O)[O-]
  -6 | 5
> CCCCNc1c(-c2ccc(OC)c(SC3CCCCC3)c2)nc2cc(C)ccn12
  5 | 5
> COC(=O)c1c(-c2ccc(OC)cc2)sc2cc(OC)c(OC)cc12
  2 | -1
> CC(O)C(NC(=O)OCc1ccccc1)C(=O)OCc1ccccc1 (stereo not given)
  0 | -3
> COc1ccc(/C=C/C(=O)OCC(=O)NCCCc2ccccc2)cc1OC
  2 | 4
> COc1ccc(C(=O)NNC(=S)NC(=O)c2cccc([N+](=O)[O-])c2)cc1
  -7 | 4
> COc1ccccc1N1CCN(C(=O)C(C)NC(=O)c2ccco2)CC1 (stereo not given)
  -1 | 7
> CN(C)c1ccsc1C(=O)NNS(=O)(=O)c1ccc(Cl)cc1
  3 | -2
> COc1ccc(/C=C/C(=O)N(CC(C)C)C2CCS(=O)(=O)C2)cc1 (stereo not given)
  4 | 3
> O=C(COC(=O)/C=C/c1ccco1)Nc1cc(S(=O)(=O)N2CCOCC2)ccc1Cl
  2 | 6
> CN(CC(=O)Nc1ccc(F)cc1)CC(=O)N1CCCCC1
  3 | 2
> CCCCn1c(N)c(N(CCOC)C(=O)c2cc(CC)c(C)s2)c(=O)[nH]c1=O
  -2 | 2
> O=C(COc1ccc(F)cc1Br)NCC1(N2CCOCC2)CCCCC1
  1 | 2
> CC(Sc1nnnn1C1CC1)C(=O)N1c2ccccc2NC(=O)C1(C)C (stereo not given)
  -2 | -4
> Cn1c(=O)c2[nH]c(CCCC(=O)O)nc2n(Cc2ccccc2)c1=S
  -4 | 4
> COc1ccc(OC)c(S(=O)(=O)Nc2cc3c4c(c2)CCN4C(=O)CC3)c1
  4 | -2
> CC(=O)Nc1ccccc1Nc1nc(NCCO)nc(N2CCCC2)n1
  -4 | 1
> O=C(CSc1nc2[nH]c(=O)[nH]c(=O)c2s1)Nc1cccc(F)c1
  0 | 5
> COc1ccc2cc(C(=O)N(C)CC(=O)Nc3ccccc3Br)ccc2c1
  2 | -2
> CCOc1ccc(S(=O)(=O)N2CCCC(C(=O)NCC3CCCO3)C2)cc1Cl (stereo not given)
  -1 | 5
> O=C(Nc1cc(S(=O)(=O)N2CCOCC2)ccc1Oc1ccc(F)cc1)C1=COCCO1
  7 | 0
> O=C1CCc2cc(NS(=O)(=O)c3ccc([N+](=O)[O-])cc3)cc3c2N1CCC3
  2 | -4
> CC(C)NC(=O)Nc1ccc2c(c1)C(=O)N([C@H](C)CO)C[C@H](C)[C@@H](CN(C)C(=O)Nc1ccccc1)O2
  2 | 1
> COc1ccccc1CNC(=O)COC(=O)C1CCN(c2ccc(C(F)(F)F)cn2)CC1
  8 | 0
> CC1CCC/C(=C\c2ccc(O)cc2)C1=O (stereo not given)
  4 | -2
> CSc1nc2ccc(NC(=O)c3cccs3)cc2s1
  5 | -7
> CN1C(=O)C(=O)N(CC(=O)Nc2ccccc2OC(F)F)C1=O
  -4 | 8
> O=C(NCCCN1CCOCC1)c1ccc(S(=O)(=O)Nc2cccc(C(F)(F)F)c2)cc1
  2 | -5
> CCOC(=O)[C@H]1[C@H]2COc3ccc(OC)cc3[C@@H]2N2C(=O)c3cc(C)ccc3NC(=O)[C@@]12C
  -1 | 0
> COc1ccc(Cc2nnc3sc(SCC(=O)Nc4ccccc4)nn3c2=O)cc1OC
  6 | 3
> COc1ccc2c(COC(=O)CNS(=O)(=O)c3ccccc3)cc(=O)oc2c1
  -3 | 6
> O=C(/C=C/c1ccc(S(=O)(=O)N2CCOCC2)cc1)NCCc1ccc(C(F)(F)F)cc1
  7 | -5
> CCOC(=O)C1=CC[C@]2(C)c3c(c4ccccc4n3C)C(=O)C1N2C
  6 | -2
> Cc1nc2ccc(NS(=O)(=O)c3ccccc3Cl)cc2s1
  1 | 6
> CN(CC(=O)Nc1ccc(Cl)c(C(F)(F)F)c1)C(=O)c1cccs1
  7 | 0
> COc1ccc(/C=C/C(=O)NCCCNC(=O)/C=C/c2ccc(OC)c(OC)c2)cc1OC
  4 | 4
> COc1cc(Cl)c(C)cc1NC(=O)CSc1nnc(CN2CCCC2)o1
  4 | 0
> Cc1nc2cc(NC(=O)CS(=O)(=O)c3ccccc3)ccc2s1
  -2 | 0
> O=C(Cc1cccs1)NCCS(=O)(=O)N1CCN(c2cccc(Cl)c2)CC1
  -2 | 6
> Cn1nc(C(=O)NNC(=O)CCc2ccccc2Cl)c2ccccc2c1=O
  1 | 0
> O=C(COC(=O)c1cccnc1Cl)NC(=O)c1ccc(OC(F)F)cc1
  -2 | 0
